Screens (PubChem)
Pin1 inh: human Pin1 inhibition | Pin1 FP peptide displacement, HiFluor488, 10 min | Potency, µM (doses to about 115 µM), for inactives: at the top dose activity, negative = inhibition, actives largely listed as inhibitors | Q13526 | 390,000 compounds, 0.009% hits; active = well fitted inhibition curve with a large enough effect in the polarisation, with a control signal flat, not every such curve was filed as active; inconclusive = small, poorly fitted or top-dose-only effect, or effect the other way, or a change in a side signal; inactive = no such curve, though single readings can be large or run the other way; the % refers to the polarisation; also: potency is read from the fitted curve at half-maximal effect; % is scaled to controls: 0 for no effect and ±100 for the full control effect
Target sequence (Q13526 whole entry, looked up): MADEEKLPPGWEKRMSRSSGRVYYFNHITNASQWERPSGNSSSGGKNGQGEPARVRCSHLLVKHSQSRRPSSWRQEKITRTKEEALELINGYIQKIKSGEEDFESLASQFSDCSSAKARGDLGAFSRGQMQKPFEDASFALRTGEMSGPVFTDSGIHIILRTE
TRHR agonist: activates the human TRH receptor; 360,000 compounds, 0.18% hits; activation, % at 2 µM; TRHR cells, calcium flux fluo-8, FDSS agonist mode; in the data active = activation above about 30%; also: 0% is about no effect
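Steps: seed TRHR cells overnight; add fluo-8 no-wash Ca dye, RT 30 min–1.5 h; record 10 s baseline; pin-transfer compounds; monitor fluorescence 1 cycle/s for the agonist window. Calcium increases flag candidate agonists.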
TRHR PAM: allosteric enhancers of human TRH receptor; P34981; TRHR cells, fluo-8 calcium fluorescence, EC20 TRH enhancement; enhancement, % at 2 µM; 360,000 compounds, 0.66% hits; AID 493056; in the data active = enhancement above about 30%; also: 0% is about no effect
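Enhancer read-out: after compound pinning and an initial kinetic agonist-mode read, an EC20 of TRH (10 nM final) was injected and fluo-8 calcium signal (Ex 480/Em 530) followed at 1 s/cycle for 100 cycles in TRHR-expressing cells.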
D2 antag: antagonizes the human D2 dopamine receptor; HEK293 TREx D2 cells, calcium flux, dopamine EC80; inhibition, % at 10 µM; 340,000 compounds, 2% hits; in the data active = inhibition above about 30%; also: 0% is about no effect
Target sequence (P14416 whole entry, looked up): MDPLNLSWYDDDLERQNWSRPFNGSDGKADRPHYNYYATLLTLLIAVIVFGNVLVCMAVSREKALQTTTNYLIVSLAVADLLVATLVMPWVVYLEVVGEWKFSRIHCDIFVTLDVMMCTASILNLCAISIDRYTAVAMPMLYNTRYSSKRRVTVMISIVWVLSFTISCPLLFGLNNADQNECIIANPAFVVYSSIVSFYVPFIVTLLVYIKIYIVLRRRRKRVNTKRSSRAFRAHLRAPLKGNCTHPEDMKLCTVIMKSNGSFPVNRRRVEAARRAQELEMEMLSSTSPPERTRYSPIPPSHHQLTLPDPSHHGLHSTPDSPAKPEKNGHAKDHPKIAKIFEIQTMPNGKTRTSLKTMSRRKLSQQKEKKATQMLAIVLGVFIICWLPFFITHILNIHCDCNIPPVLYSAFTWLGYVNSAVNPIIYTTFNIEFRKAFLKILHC
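Calcium mobilization kinetics were recorded at 1 s intervals in tetracycline-induced HEK293 T-REx D2 cells, first for 180 s after compound addition and then 180 s after EC80 dopamine.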
D2 agonist: activates the human D2 dopamine receptor; P14416; HEK293 T-REx D2 cells, calcium flux agonist mode; activation, % at 2 µM; 340,000 compounds, 0.53% hits;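 active = activation over 3 SD above normal in the single-dose calcium agonist read, cut at about 30% in these data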; also: 0% is about no effect
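Agonism scored from kinetic calcium signal (1 read/sec, 180 s) following compound pin transfer, after a 10 s baseline. Cells: HEK293 Trex line expressing inducible D2 receptor coupled to calcium, dye-loaded after overnight culture at 30 C.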
TrxR1 substrate: rat thioredoxin reductase 1 substrate activity | purified TrxR1 substrate turnover, NADPH consumption readout | Potency, µM (top dose mostly 114 µM), without a hit: top-dose activity change, negative = substrate turnover | 390,000 compounds, 0.01% hits | AID 588456; also: potency is read from the fitted curve at half-maximal effect; % is scaled to controls: 0 for no effect and ±100 for the full control effect; nearly all actives have a fitted effect of over 50% in size
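Rat TrxR1, dispensed at 90 nM, was prereduced with 400 uM NADPH (final) for 5 min at ~22 deg C, then incubated with compound 15 min before 400 uM selenite. A first-read NADPH fluorescence drop versus no-compound background flagged substrates.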
USP1 inh: blocks the human USP1/UAF1 deubiquitinase complex; recombinant USP1/UAF1, Ub-Rhodamine cleavage fluorescence; 390,000 compounds, 0.23% hits; Potency, µM (highest dose often 57.1 µM), inactives show top-dose activity change, negative = inhibition, usual class: inhibitors; O94782; AID 743255; also: potency is read from the fitted curve at half-maximal effect; % is scaled to controls: 0 for no effect and ±100 for the full control effect; nearly all actives have a fitted effect of over 60% in size; inactives centre near -12
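In this screen, compounds sit with the deubiquitinase complex (1nM) for 15 min at room temperature before Ub-Rho is added at 150nM final. Fluorescence rise is then followed for 6 reads every 60 seconds.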
rTrxR1 inhibitor: rat TrxR1 inhibition; O89049; recombinant rTrxR1, NADPH fluorescence consumption, selenite substrate; Potency, µM (highest dose often 114 µM), for the others: at the highest dose activity change, negative = inhibition, usual class: inhibitors; 390,000 compounds, 1% hits; also: potency is read from the fitted curve at half-maximal effect; % is scaled to controls: 0 for no effect and ±100 for the full control effect; nearly all actives have a fitted effect of over 65% in size
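Rat TrxR1 (90 nM in the dispensed reagent) was pre-reduced with 400 uM NADPH for 5 min at room temperature, then incubated with compound for 15 min. After 400 uM selenite was added, NADPH fluorescence (Ex 340/Em 450 nm) was followed for 8 min.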
IDH1 R132H inh: inhibitors of human mutant IDH1 R132H. IDH1-R132H enzyme, NADPH consumption, diaphorase/resazurin fluorescence. Potency, µM (titrated, usually from 76.6 µM), without a hit: at the top dose activity change, negative = inhibition, actives largely listed as inhibitors. 390,000 compounds, 0.093% hits. AID 602179; also: potency is read from the fitted curve at half-maximal effect; % is scaled to controls: 0 for no effect and ±100 for the full control effect; nearly all actives have a fitted effect of over 65% in size
Target sequence (O75874 whole entry R132H, stated change not applied): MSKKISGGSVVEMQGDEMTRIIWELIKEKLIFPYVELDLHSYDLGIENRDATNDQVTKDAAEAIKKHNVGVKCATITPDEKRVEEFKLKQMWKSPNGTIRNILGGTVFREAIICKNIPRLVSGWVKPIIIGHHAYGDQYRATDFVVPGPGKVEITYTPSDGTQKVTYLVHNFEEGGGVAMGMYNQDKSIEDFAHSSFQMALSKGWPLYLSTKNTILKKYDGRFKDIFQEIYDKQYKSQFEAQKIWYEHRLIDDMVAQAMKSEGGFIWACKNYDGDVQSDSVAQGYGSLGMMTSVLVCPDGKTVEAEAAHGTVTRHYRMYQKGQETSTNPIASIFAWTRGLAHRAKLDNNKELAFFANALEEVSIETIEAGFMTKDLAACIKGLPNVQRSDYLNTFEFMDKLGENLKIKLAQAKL
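IDH1-R132H (0.5 ug/mL dispensed) in pH 7.5 Tris buffer was preincubated 30 min with compound, then given a substrate mix of 0.016 mM NADPH and 2 mM alpha-KG for 80 min at room temperature; remaining NADPH was read by diaphorase/resazurin fluorescence.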
An asterisk follows results filed as active; u = inconclusive; x = no result given; [ ] = dose if it differs, or a comment. Unless noted, calls follow the shape of the dose curve; as a rule, active = well fitted inhibition curve with a large enough effect; inconclusive = small, poorly fitted or top-dose-only effect; inactive = no such curve, though single readings can be large or run the other way.

SMILES | Pin1 inh | TRHR agonist | TRHR PAM | D2 antag | D2 agonist | TrxR1 substrate | USP1 inh | rTrxR1 inhibitor | IDH1 R132H inh
N#CC(Sc1ccccn1)c1ccc(Cl)cc1Cl (stereo not drawn) | 8% | 0.1 | -4 | 5 | -0.8 | -16%[57.1 µM] | -15% | 29%[57.1 µM] | 12%
CCCC(=O)OCC(=O)Nc1cc(Cl)ccc1[N+](=O)[O-] | -1% | -1.9 | 2 | -4 | -0.8 | 1% | -20% | 11% | 0%
CC(=O)Oc1ccc(-c2csnn2)cc1 | 0% | -0.4 | -5 | -12 | 0.3 | 14%[57.1 µM] | -10% | -20%[57.1 µM] | -2%
CCOc1ccc(C(=O)Nc2ccc(NC(=S)NC(=O)CC)cc2)cc1Cl | 0% | 0.5 | 6 | -14 | 1.4 | -9% | 2% | -10% | 9%
CCN(CC)C(c1ccc(F)cc1)c1nnnn1CC1CCCO1 (stereo not drawn) | 3% | 0.1 | -1 | x | x | 6% | -4% | 5% | -1%
CCOc1ccc(NC(=O)CNS(=O)(=O)c2c(C)cc(C)cc2C)cc1 | 0% | -0.8 | 1 | -16 | -0.5 | -1% | -15% | 5% | -1%
CN(CC(=O)Nc1ccc(Cl)c(C(F)(F)F)c1)C(=O)C1CC(=O)N(Cc2ccco2)C1 (stereo not drawn) | 0% | -0.7 | 2 | -3 | 0.1 | -1%[57.1 µM] | -7% | 3%[57.1 µM] | -9%
O=C(CSc1nnc(-c2cnccn2)n1Cc1ccco1)c1ccc2ccccc2c1 | 36%[activator] | -0.2 | -9 | 3 | -0.2 | -2% | -10% | u | 3%
C[C@H](CO)N1C[C@H](C)[C@@H](CN(C)C(=O)NC2CCCCC2)Oc2c(NC(=O)Nc3ccc4c(c3)OCO4)cccc2C1=O | 2% | x | x | x | x | -3% | -7% | -2% | 1%
S=c1[nH]nc2c3c4c(sc3ncn12)CCCC4 | -5% | -1.3 | 1 | 8 | -0.8 | -5% | -10% | u | 11%
Cc1cc(C)cc(NC(=O)c2cccn2-c2ncc(C(F)(F)F)cc2Cl)c1 | -5% | x | x | x | x | -3% | -26% | 11% | 3%
O=C(C1CCC(=O)N(C2CC2)C1)N1CCN(c2ccc(Cl)cc2)CC1 (stereo not drawn) | 1% | -1.7 | 2 | 15 | x | 5% | -12% | 1% | 6%
CCN(CC)C(=O)c1[nH]cnc1C(=O)Nc1cccc(C)c1 | 4% | -0.4 | -5 | 3 | -0.2 | -1% | -13% | u | 21%
COc1ccc(-c2nnc(SCC(=O)c3ccc([N+](=O)[O-])cc3)o2)cc1OC | -4% | -0.9 | -2 | x | -0.2 | 6% | -33% | 37%[activator] | -3%
COc1ccc(Cn2nnnc2CN(Cc2cc3cccc(C)c3[nH]c2=O)C2CCCC2)cc1 | 17% | 0.3 | -9 | -8 | -0.4 | -5% | -19% | 3% | 1%
CCc1ccc(OCCNC(=O)OCc2ccccc2)cc1 | -5% | 0.3 | 12 | 14 | 1.1 | -2% | -24% | -2% | 8%
CNC(=O)NC(=O)C(NC1CCCc2ccccc21)c1ccccc1 (stereo not drawn) | 11% | -1.2 | 6 | 5 | -1.9 | 2% | -24% | 13% | -3%
COC(=O)C(NC(=O)C(C)Oc1ccccc1)C(C)C (stereo not drawn) | -4% | -1.0 | 4 | -14 | 0.4 | 0% | -9% | 11% | -7%
Cc1cccc2c1N(Cc1ccccc1OCCC(C)C)C(=O)C2=O | 3% | -2.4 | -2 | x | -1.0 | 3% | u | 17% | x
CCOc1cc(S(=O)(=O)Nc2ccc(CC)cc2)ccc1Cl | 0% | 0.4 | -3 | 17 | -0.6 | -9% | -16% | 21% | 4%
CCCC(=O)Nc1ccc(N2CCN(C(=O)c3cc4ccccc4o3)CC2)cc1 | -4% | -0.6 | 9 | x | x | 11% | -1% | 24% | -2%
CCOc1ccc(C(=O)OCC(=O)Nc2ccc(SC(F)F)cc2)cc1OCC | -4% | 0.7 | 0 | -14 | -0.5 | -10% | 2% | -10% | -2%
COc1ccc(CN2CCn3nc(C(=O)NC(C)C)cc3C2=O)cc1 | -11% | 0.4 | 3 | 13 | 5.2 | 7%[57.1 µM] | -13% | -1%[57.1 µM] | 11%
Cc1cccc(C(=O)Nc2ncc(CN3CCOCC3)s2)c1 | -13% | 0.6 | 2 | 5 | 0.8 | 11% | 4% | 11% | 7%

2 entries from above, with two lines to a compound:
Every second line gives: Pin1 inh	TRHR agonist	TRHR PAM	D2 antag	D2 agonist	TrxR1 substrate	USP1 inh	rTrxR1 inhibitor	IDH1 R132H inh
CCc1ccc(OCCNC(=O)OCc2ccccc2)cc1
 : -5%	0.3	12	14	1.1	-2%	-24%	-2%	8%
Cc1cccc2c1N(Cc1ccccc1OCCC(C)C)C(=O)C2=O
 : 3%	-2.4	-2	x	-1.0	3%	u	17%	x

Other compounds
SMILES | Pin1 inh | TRHR agonist | TRHR PAM | D2 antag | D2 agonist | TrxR1 substrate | USP1 inh | rTrxR1 inhibitor | IDH1 R132H inh
CCOc1ccc(OCC)c(Nc2ccc3cc(S(=O)(=O)N4CCCC4)ccc3n2)c1 | 4% | -0.2 | 1 | x | x | -2%[57.1 µM] | -23% | 11%[57.1 µM] | 12%
COc1ccc(/C=C/C(=O)Nc2nc(C)cc(C)n2)cc1OC | -4% | 0.1 | 8 | 1 | 0.3 | 37%[activator] | -15% | -8% | 0%
COC(=O)/C(C#N)=C/c1c(Oc2cc(C)cc(C)c2)nc2ccccn2c1=O | -4% | -1.4 | -2 | 12 | -1.4 | 7% | -19% | 36% | -1%
COc1cc2c(cc1OC)CN(C(=O)c1cc(S(=O)(=O)N3CCCCC3)ccc1Cl)CC2 | -11% | -1.9 | 0 | -16 | 0.1 | 2% | -24% | 4% | 2%
CCC1Sc2ccc(S(=O)(=O)CCC(=O)NCc3ccc(C)o3)cc2NC1=O (stereo not drawn) | -5% | -0.1 | -4 | -3 | 0.1 | -3% | -10% | 50µM* | 5%
CC(=O)c1ccc(N2CCN(C3C(=O)c4ccccc4N3C(C)=O)CC2)cc1 (stereo not drawn) | 3% | 0.0 | -6 | x | 0.0 | -5%[57.1 µM] | u | -7%[57.1 µM] | 15%
CC(=O)Nc1ccc(NC(=O)C2CCCN(c3ncccn3)C2)cc1 (stereo not drawn) | -9% | 0.8 | -8 | 11 | 1.5 | 4% | -17% | 12% | -2%
COc1ccc(NC(=O)C2OC3OC(C)(C)OC3C3OC(C)(C)OC23)cc1 (stereo not drawn) | -3% | 0.8 | 14 | -35 | -0.7 | 7% | -7% | 13% | 1%
Cc1nn(-c2ncc(C(F)(F)F)cc2Cl)c(=O)n1-c1ccccc1Cl | -2% | 0.8 | -3 | -15 | 1.0 | -3% | -6% | 2% | 7%
O=C(CN1CCN(S(=O)(=O)c2ccc(F)cc2)CC1)Nc1ccc2c(c1)OCO2 | 3% | 0.0 | -8 | 6 | 1.6 | 4%[57.1 µM] | 9% | 2%[57.1 µM] | 5%
O=C(Cn1nc(C(=O)O)c2ccccc2c1=O)Nc1ccc2c(c1)OCO2 | 0% | -1.8 | 15 | -20 | 0.1 | 3% | -3% | 13% | -6%
COc1ccc(CCNC(C)=O)cc1 | u | -0.1 | -4 | x | x | 0% | 5% | 0% | 2%
Cc1c(Cc2ccccc2)c(=O)oc2cc(OCC(=O)NCC3CCC(C(=O)O)CC3)ccc12 (stereo not drawn) | -3% | -0.1 | 4 | 25 | -1.4 | 240%[activator] | -29% | -7% | 0%
O=S(=O)(Cc1ccc(Cl)cc1)N1CCN(Cc2ccc3c(c2)OCO3)CC1 | 1% | -0.3 | -4 | 10 | 1.3 | 6%[57.1 µM] | -2% | 25%[57.1 µM] | -8%
O=C(NCc1ccc2c(c1)OCO2)c1nnc(Cc2ccc(F)cc2)o1 | -1% | 0.5 | -11 | 18 | -0.7 | 1% | u | 26% | -5%
COc1ccc(C(=O)N2CCN(c3ccc(C)c(C)c3)CC2)cc1OC | -3% | -1.3 | -5 | -4 | -1.7 | -1%[57.1 µM] | -22% | -16%[57.1 µM] | 0%
O=C(CN(Cc1cccs1)C(=O)CNC(=O)c1ccco1)NC1CCCCC1 | -3% | 0.3 | 0 | -11 | 0.8 | 1% | -5% | 7% | 6%
COc1ccccc1CNC(=O)COc1cccc(-n2cnnn2)c1 | 1% | -0.3 | -5 | 3 | -0.1 | -4% | -5% | -4% | 2%
O=C(Cn1ncn2c(cc3sccc32)c1=O)NC1CCCC1 | -7% | 0.4 | 7 | -10 | 0.3 | -3% | -11% | 12% | -10%
CSC1=NSC2=NC(=O)/C(=C/c3coc4ccc(O)cc4c3=O)C(=N)N12 | u | 68* | 12 | -5 | 48* | 17% | 22µM* | -35% | -9%
COc1ccc2sc(-c3ccccc3OC)c(-c3ccc(OCCN4CCOCC4)cc3)c2c1 | 0% | x | x | x | x | -1% | 0% | 16% | -5%
O=C(O)CNS(=O)(=O)c1cccc(Cl)c1 | -9% | 0.9 | 0 | -5 | 0.7 | 2% | -17% | 6% | -6%
COc1ccc(C(=O)Nc2ccc(NC(C)=O)cc2)cc1S(=O)(=O)N1CCCC1 | 2% | 0.2 | 1 | -9 | 0.5 | 0% | -17% | 15% | -8%
Cc1ccc(/C=C/C(=O)NC(=S)N2CCN(C)CC2)cc1 | -4% | 0.0 | -4 | 18 | 0.6 | -7% | -4% | -23% | -1%
Cc1ccc(CNc2ccc(-c3nc(-c4ccco4)no3)cc2[N+](=O)[O-])cc1 | 1% | -0.2 | -1 | x | -1.8 | -1% | -18% | -17% | -3%

Whole records as entered above. Order of screens: Pin1 inh, TRHR agonist, TRHR PAM, D2 antag, D2 agonist, TrxR1 substrate, USP1 inh, rTrxR1 inhibitor, IDH1 R132H inh
`CCN(CC)C(=O)c1[nH]cnc1C(=O)Nc1cccc(C)c1` across the screens: 4%, -0.4, -5, 3, -0.2, -1%, -13%, u, 21%
`O=C(Cn1nc(C(=O)O)c2ccccc2c1=O)Nc1ccc2c(c1)OCO2` across the screens: 0%, -1.8, 15, -20, 0.1, 3%, -3%, 13%, -6%

Not all compounds are listed; the hit share may differ from the screen's.
